From PubChem BioAssay
FBW7 activator = FBW7 E3 ligase activators, primary screen, biochemical, AlphaScreen, human. normalized activity (activation), % at 26.1 µM. actives 0.13% (n = 650,000). F-box/WD repeat-containing protein 7 (Homo sapiens), Q969H0. AlphaScreen FBW7–phospho-cyclin E peptide binding, activator screen; in the data active means normalized activity above about 1.9%;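 further: purified mutant Fbw7 with reduced substrate affinity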
MITF inh = MITF inhibitors, primary screen, biochemical, AlphaScreen, human | actives 0.91% (n = 650,000) | Microphthalmia-associated transcription factor (Homo sapiens), O75030 | inhibition, % at 2.6 µM | AlphaScreen MITF homodimerization, bead proximity signal; in the data active means inhibition above about 50%;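 further: 0% = vehicle wells with protein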
Target sequence (O75030 whole entry, looked up): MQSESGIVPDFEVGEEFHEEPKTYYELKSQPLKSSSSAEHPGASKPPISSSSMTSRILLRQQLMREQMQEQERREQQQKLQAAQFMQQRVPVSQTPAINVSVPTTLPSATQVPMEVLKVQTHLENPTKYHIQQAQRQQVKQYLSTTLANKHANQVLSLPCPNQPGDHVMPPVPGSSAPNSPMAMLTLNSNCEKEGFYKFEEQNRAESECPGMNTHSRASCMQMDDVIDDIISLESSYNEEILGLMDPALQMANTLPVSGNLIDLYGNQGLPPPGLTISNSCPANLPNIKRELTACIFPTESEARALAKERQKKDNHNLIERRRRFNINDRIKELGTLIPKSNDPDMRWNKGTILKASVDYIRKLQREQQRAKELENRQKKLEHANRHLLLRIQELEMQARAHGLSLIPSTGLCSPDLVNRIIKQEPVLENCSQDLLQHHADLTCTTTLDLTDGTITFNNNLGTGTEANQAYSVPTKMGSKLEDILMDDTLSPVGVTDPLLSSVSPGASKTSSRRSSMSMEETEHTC
TEAD-YAP block = TEAD-YAP interaction inhibition, primary screen, TEAD-YAP interaction inhibitor project, luminescence, HEK-TIYL cells; inhibition, % at 9.12 µM; TEAD-Gal4/YAP UAS-luciferase luminescence; actives 1.4% (n = 640,000); in the data active means inhibition above about 32%;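 further: 0% = median of test compound wells and 100% = reference inhibitor wells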
GPR151 activ = activators of human GPR151, primary screen, cell-based, PathHunter beta-arrestin, luminescence | PathHunter beta-arrestin GPR151 cells | actives 1% (n = 650,000) | activation, % at 11.2 µM | G-protein coupled receptor 151 (Homo sapiens), Q8TDV0; in the data active means activation above about 4.9%;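 further: 0% = median of compound wells and 100% = cells with positive control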
Target sequence (Q8TDV0 whole entry, looked up): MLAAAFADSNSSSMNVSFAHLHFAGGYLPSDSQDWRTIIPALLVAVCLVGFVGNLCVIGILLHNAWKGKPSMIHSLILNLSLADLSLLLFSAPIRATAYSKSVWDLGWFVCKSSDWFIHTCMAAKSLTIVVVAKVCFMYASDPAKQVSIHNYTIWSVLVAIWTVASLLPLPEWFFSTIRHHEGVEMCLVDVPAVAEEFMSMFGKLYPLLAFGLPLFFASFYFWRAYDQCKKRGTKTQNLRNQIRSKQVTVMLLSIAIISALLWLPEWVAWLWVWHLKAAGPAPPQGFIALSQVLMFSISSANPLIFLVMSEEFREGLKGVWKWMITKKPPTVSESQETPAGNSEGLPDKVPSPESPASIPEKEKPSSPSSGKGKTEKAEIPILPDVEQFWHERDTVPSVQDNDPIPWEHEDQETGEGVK
Numbers without * were called inactive; x = no result given; & = joins results of further samples.

SMILES	FBW7 activator	MITF inh	TEAD-YAP block	GPR151 activ
COc1ccc(N2CC(NC(=O)/C=C\c3ccc(OC)c(OC)c3)CC2=O)cc1 (stereo not drawn)	-0.1	-1	7	0.3
O=C(Nc1nc(-c2cc3ccccc3o2)cs1)c1ccccc1F	0.0	8	-10	1.1
c1ccc(CNc2cc(Nc3ncccn3)ncn2)cc1	0.1	3	3	-1.7
CCC(C)(C)NC(=O)CN(C(=O)CCC(=O)Nc1ccccn1)c1ccccc1C	0.0	-6	-2	0.5
O=CNc1cc([N+](=O)[O-])ccc1Oc1ccccc1	-0.1	0	-8	-0.5
CCOc1ccc(-c2csc(N/N=C\c3ccc(O)cc3)n2)cc1	-0.3	-3	6	-0.3
COC(=O)c1c(NC(=O)C(C)Oc2cccc(Cl)c2)sc(C(=O)N(C)C)c1C (stereo not drawn)	0.0	-6	-13	-0.4
CCS(=O)(=O)N1CCCc2ccc(NC(=O)c3cc(C)cc(C)c3)cc21	0.1	12	5	-0.5
COc1cccc(NC(=O)c2cc(S(=O)(=O)N3CCc4ccccc43)ccc2F)c1	0.8	14	1	1.2
OCc1nnn(-c2cccc(C(F)(F)F)c2)c1CO	-0.1	4	-4	-0.1
O=C(NCCc1ccc(Cl)cc1)c1cccc(-n2c(=S)[nH]c3cc(Cl)ccc3c2=O)c1	-0.1	-1	2	0.3
CCc1cc(C)cc(OCCNC(=O)c2nonc2N)c1	0.1	-1	-4	-0.6
COc1cc(Nc2nc(NC3CC3)c3ncn(-c4ccccc4)c3n2)cc(OC)c1OC	-0.1	9	21	0.2
CC(C)COc1ccc(C(=O)N/C(=C/c2cccc([N+](=O)[O-])c2)C(=O)NCCO)cc1	-0.2	3	-1	0.3
O=C(O)C1CSC(c2cc(Br)c(O)c(Br)c2)N1 (stereo not drawn)	0.5	12	-16	-0.9
COc1ccc(NC(=O)CN2C(=O)NC(CC(C)C)(c3ccccc3)C2=O)c([N+](=O)[O-])c1 (stereo not drawn)	0.0	12	12	1.0
Cc1cccc(NC(=O)CN2C(=O)N/C(=C\c3ccc(N4CCOCC4)cc3)C2=O)c1	0.1	8	-55	-1.1
O=C(NCc1ccccc1Cl)c1ccc2nc3sc4c(c3c(=O)n2c1)CCCC4	0.2	-3	-9	0.6
CCOC(=O)c1nnn(-c2nonc2N)c1CS(=O)(=O)c1ccccc1	0.0	10	4	0.6
CCOC(=O)c1cnc2ccc(Cl)cc2c1Nc1ccccc1OC	0.0	3	6	1.1
O=C(NC(=S)Nc1ccc(S(=O)(=O)Nc2nccs2)cc1)c1ccco1	-0.3	7	-4	0.1
Cc1ccc(S(=O)(=O)N[C@@H]2COC(=O)C/C=C/[C@H](C)COC(=O)C/C=C/[C@H]2C)cc1	-0.1	-12	x	1.2
OC(CN1CCCC1)Cn1ccc2ccccc21 (stereo not drawn)	-0.2	11	-5	-0.7
COc1ccc2oc(=O)c(C(=O)c3ccccc3)cc2c1	0.0	-17	-18	0.5
CC(C)c1ccc(CNC(=O)c2ccccc2Br)cc1	0.3	-2	-2	-0.7
CC1CCC(N2CCN(S(=O)(=O)c3ccc(F)cc3)CC2)CC1 (stereo not drawn)	0.0	42	-1	1.2
O=C(Nc1ccccc1Br)c1sc2ccccc2c1Cl	-0.1	-2	-25	0.6
Cc1cc(NCC2CCCO2)n2nc(-c3cccc(F)c3)cc2n1 (stereo not drawn)	0.0	-13	-1	-0.3
COc1cc(-c2nc3ccc(C(=O)NCc4ccc5c(c4)OCO5)cc3nc2-c2cc(OC)c(OC)c(OC)c2)cc(OC)c1OC	0.0	-3	13	4.1
Cn1c(=O)[nH]c(=O)c2c1nc(CN1CCN(Cc3ccccc3)CC1)n2Cc1ccccc1F	0.6	13	-7	1.7
CC1=C(C(=O)Nc2ccccc2C)C(c2cccnc2)n2nc(CCCO)nc2N1 (stereo not drawn)	-0.4	-12	-4	0.0
COc1ccccc1CN1CCN(Cc2cccs2)C(CCO)C1 (stereo not drawn)	0.2	-14	8	0.2
C/C=C(\C)CN1C[C@@H](NC(=O)c2sccc2C)C[C@H]1C(=O)OC	0.0	12	11	-0.4
CC(NCC(O)Cn1c2ccccc2c2ccccc21)c1ccccc1 (stereo not drawn)	0.0	6	3	0.8
NC(=O)c1ccsc1NC(=O)c1cc(-c2cccs2)nc2ccccc12	0.0	-7	13	0.9
Cc1ccc(NC(=S)NC(NC(=O)N(C)C)C(Cl)(Cl)Cl)cc1 (stereo not drawn)	0.0&0.0	5&-13	2&0	0.3&0.3
Cc1ccc(NC(=O)C2C3C=CC4(O3)C2C(=O)N(CCCN2CCCCC2)C4C(=O)NC2CCCCC2)cc1Cl (stereo not drawn)	0.0	3	10	-1.0
C=CCn1c(=N)c(C(=O)NCc2ccc(C)cc2)cc2c(=O)n3ccccc3nc21	-0.1	5	5	-1.2
CCOc1ccc(NC(=O)CSc2nnc(NC(=O)C3CCCCC3)s2)cc1	0.0	0	-2	0.3
CCc1cc(C)cc(OCCOc2ccc(/C=C3/C(=N)N4N=C(CC(C)C)SC4=NC3=O)cc2OC)c1	-0.1	10	15	0.1
COc1ccccc1N1CCN(CCC(=O)Nc2cccc(F)c2)CC1	-0.1	4	8	1.1
CC(C(=O)N1CCCC1)N1c2cccc3cccc(c23)S1(=O)=O (stereo not drawn)	1.1	19	-9	0.1
Cc1nc(C(C)NC(=O)Cn2cc(NC(=O)c3ccccc3)cn2)cs1 (stereo not drawn)	0.1	26	2	1.8
O=c1oc2c(CN3CCOCC3)c(O)ccc2c2c1CCC2	-0.1	-15	2	0.1
COc1ccc(CCNC(=O)CCCn2c(SCC(=O)Nc3cc(C)[nH]n3)nc3cc4c(cc3c2=O)OCO4)cc1OC	0.1	-9	-5	-1.9
CCOc1ccc(S(=O)(=O)N2CCC(C(=O)OCC(=O)c3ccc[nH]3)CC2)cc1	0.1	8	-1	0.4
O=C(O)/C=C/C(=O)Nc1ccnn1-c1ccccc1	-0.1	-1	-10	-2.0
CC(Cn1cncn1)NC(=O)c1cc(COc2cccc(C(F)(F)F)c2)on1 (stereo not drawn)	0.1	5	-3	3.3
CCOc1ccc(/C(O)=C2/C(=O)C(=O)N(CCCN(C)C)C2c2ccc(C)cc2)c(C)c1 (stereo not drawn)	0.1	20	2	0.2
Cc1cc(/C=C2\NC(=O)NC2=O)c(C)n1-c1ccc(Cl)c(Cl)c1	-0.2	0	-2	0.1
Later entries:
SMILES	FBW7 activator	MITF inh	TEAD-YAP block	GPR151 activ
Cc1cccc(-c2nc(N3CCN(c4ccccc4F)CC3)c3ccccc3n2)c1	0.2	6	5	0.1
CC1CCCC(NC(=O)COc2cc(=O)n(C)c3ccccc23)C1C (stereo not drawn)	-0.3	-8	1	-1.1
O=C(CNC(=O)c1ccc(Oc2ccccc2)cc1)OC1CCOC1=O (stereo not drawn)	-0.2	-9	-4	0.5
COc1ccc(-c2cc(C(=O)Nc3ccc(C(C)=O)cc3)no2)cc1OC	-0.1	-13	2	1.7
Cc1nn(C)c(C)c1N1C(=O)c2ccccc2C1=O	0.3	13	1	-2.1
CCCC(C)NS(=O)(=O)c1ccc(Cl)cc1 (stereo not drawn)	-0.1	-7	3	2.7
O=C1C(=O)N(CC2CCCO2)C(c2ccc(F)cc2)/C1=C(/O)c1ccccc1 (stereo not drawn)	-0.1	-3	3	-0.4
FC(F)(F)c1cccc(CNc2ncnc3nc(Nc4ccc(N5CCOCC5)cc4)[nH]c23)c1	0.1	2	7	7.1*
CC(C)(C)C1(C)OC(=O)C(=Cc2ccc3c(c2)OCO3)C(=O)O1 (stereo not drawn)	0.0	4	4	0.5
C#CCN1C(=O)S/C(=C/c2cccn2C)C1=O	-0.4	4	-30	0.4
Cc1c(CNc2nc3nonc3nc2N2CCCCCC2)cnn1C	-0.2	11	2	-1.3
COc1ccc(CN2CCN(Cc3cc(OC)ccc3OC)CC2)cc1	0.2	76*	1	0.6
CN(C(=O)C(O)(c1ccc(F)cc1)c1ccc(F)cc1)N(c1ccccc1)c1ccccc1	-0.1	3	0	0.5
O=C(N/N=C/C1CC2CCC1C2)c1ccccc1Br (stereo not drawn)	0.1	2	2	-0.3
O=C1CCCc2oc3c(Br)cc(NS(=O)(=O)c4ccc(Cl)c([N+](=O)[O-])c4)cc3c21	0.2	0	8	-0.2
CCOC(=O)N1CCC2(CC1)OCc1cc(-c3cccc(O)c3)ccc1O2	0.9	16	-4	-0.3
O=S(=O)(NCc1ccccc1)c1ccc(Cl)c(C(F)(F)F)c1	-0.2	-1	4	-1.2
Brc1ccc(C2=CC(c3cccc(Br)c3)n3ncnc3N2)cc1 (stereo not drawn)	0.1	10	4	-0.4
CCOC(=O)C(=O)Nc1sc2c(c1C(=O)OCC)CCCC2	0.1	-1	-4	3.4
Cc1ccc2c(CNCc3ccccc3F)cc(=O)oc2c1	-0.1	40	-52	-1.6
COc1ccccc1C(=O)Nc1nnc(C2=COCCO2)o1	-0.2	1	-9	1.4
Cc1ccc(S(=O)(=O)N(CC(=O)NC2CCCCC2)CC(=O)NC2CCCCC2)cc1	0.2	5	13	2.7
COc1cc(/C=C2/SC(=Nc3ccccc3Cl)NC2=O)ccc1OCc1ccc(Cl)cc1	0.1	18	-13	0.0
O=Cc1cn(CC(=O)NCCc2ccccc2)c2ccccc12	0.0	-4	13	7.0*
COC1OC2COC(c3ccccc3)OC2CC1O (stereo not drawn)	0.0	-14	7	-0.3
COc1ccc(-c2[nH]nc3c2C(c2c(F)cccc2Cl)C(C#N)=C(N)O3)cc1OC (stereo not drawn)	-0.2	-2	-2	0.4
Cc1cccc(C)c1NC(=O)CN1CCCC1	0.0	3	0	1.8
Cc1ccc(C(=O)N/N=C(/c2ccc(C)cc2)C23CN4CN(CN(C4)C2)C3)cc1	0.1	-10	-23	0.5
COc1ccc(-c2noc(-c3ccc(F)cc3)n2)cc1	0.4	21	-35	-1.3
Cn1c(=O)[nH]c(=O)c2c1nc(N1CCOCC1)n2CC(O)CCl (stereo not drawn)	-0.1	0	2	-0.6
N#C/C(=C(/O)COC(=O)C1CCCO1)c1nc2ccccc2[nH]1 (stereo not drawn)	-0.1	4	18	0.5
CC(C)(C)OC(=O)N1CC(O)CC1C(=O)Nc1ccc(F)cc1 (stereo not drawn)	-0.2	-2	5	-0.2
O=C(NCCCO)C(=O)NCc1ccc2c(c1)OCO2	-0.1	27	-2	-0.4
COc1ccc(-n2c(C)cc(C(=O)COC(=O)COc3ccccc3C=O)c2C)cc1	0.0	19	6	0.4
COc1cccc(Nc2nc(N3CCCCC3)c3ccccc3n2)c1	0.1	4	26	-0.2
CCN(CC)c1ccc(NC(=O)Cn2nnc(-c3cccc(OC)c3OC)n2)c(C)c1	-0.1	13	8	1.0
O=C(NCCCO)c1nnc(-c2ccc3c(c2)OCO3)o1	0.1	5	-56	-1.2
N#Cc1c(N)nc(SCC(=O)NCc2ccccc2)c(C#N)c1-c1cccs1	-0.1	6	-2	0.6
O=C1CCC(CCNCc2ccccc2)N1CCCc1ccncc1 (stereo not drawn)	-0.2	0	1	1.3
Cc1nc2ccc(S(=O)(=O)NCc3ccc(F)cc3)cc2o1	0.7	11	6	-1.2

Laid out differently: four of the compounds above
Each structure is followed by: FBW7 activator, MITF inh, TEAD-YAP block, GPR151 activ
COc1cccc(Nc2nc(N3CCCCC3)c3ccccc3n2)c1
    0.1, 4, 26, -0.2
CCN(CC)c1ccc(NC(=O)Cn2nnc(-c3cccc(OC)c3OC)n2)c(C)c1
    -0.1, 13, 8, 1.0
O=C(NCCCO)c1nnc(-c2ccc3c(c2)OCO3)o1
    0.1, 5, -56, -1.2
N#Cc1c(N)nc(SCC(=O)NCc2ccccc2)c(C#N)c1-c1cccs1
    -0.1, 6, -2, 0.6

7 entries from above, arranged by molecular weight, rising:
SMILES	FBW7 activator	MITF inh	TEAD-YAP block	GPR151 activ
O=C(O)/C=C/C(=O)Nc1ccnn1-c1ccccc1	-0.1	-1	-10	-2.0
CCc1cc(C)cc(OCCNC(=O)c2nonc2N)c1	0.1	-1	-4	-0.6
C/C=C(\C)CN1C[C@@H](NC(=O)c2sccc2C)C[C@H]1C(=O)OC	0.0	12	11	-0.4
CC(Cn1cncn1)NC(=O)c1cc(COc2cccc(C(F)(F)F)c2)on1 (stereo not drawn)	0.1	5	-3	3.3
Cc1cccc(NC(=O)CN2C(=O)N/C(=C\c3ccc(N4CCOCC4)cc3)C2=O)c1	0.1	8	-55	-1.1
Brc1ccc(C2=CC(c3cccc(Br)c3)n3ncnc3N2)cc1 (stereo not drawn)	0.1	10	4	-0.4
COc1ccc(NC(=O)CN2C(=O)NC(CC(C)C)(c3ccccc3)C2=O)c([N+](=O)[O-])c1 (stereo not drawn)	0.0	12	12	1.0

Next compounds follow:
SMILES	FBW7 activator	MITF inh	TEAD-YAP block	GPR151 activ
CNC(=O)c1ccccc1NC(=O)c1ccc(C)c(S(=O)(=O)N2CCCCC2)c1	0.5	21	14	0.6
COc1cccc(OCC(O)CNc2ccc(C)c(C)c2)c1 (stereo not drawn)	0.8	3	8	-1.1
CCc1ccc2oc(-c3ccc(NC(=O)c4ccc([N+](=O)[O-])c(C)c4)cc3)nc2c1	-0.3	-1	2	2.3
O=C(O)CCCCCNC(=O)c1cc(=O)[nH]c(=O)[nH]1	0.2	3	1	0.8
CN(C)c1nc(OCC(=O)Nc2ccc(Cl)cc2)nc(N(C)C)n1	-0.1	-5	-3	0.9
Cc1ccc(C)c(NC(=S)N(CCCN2CCC(C)CC2)Cc2cccs2)c1	-0.1	-5	3	-0.3
CC(C)CNC(=O)c1cnc2scc(-c3ccc(Cl)s3)n2c1=O	-0.1	9	10	0.2
